hiPSC survival – hiPSC single-cell survival enhancement; ATPlite luminescence; 100% = ROCK inhibitor wells, 0% = DMSO; survival enhancement, % at 20 µM; 360,000 tested, 0.044% active; in the data active = survival enhancement above about 18%;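 note: cells exposed to compounds for 16 hours before the ATP read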
Peg3 prom inh – inhibitors of Peg3 promoter; HeLa PEG-Prom luciferase reporter, luminescence, overnight; inhibition, % at 20 µM; 360,000 tested, 1.7% active;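 active = inhibition of at least 50% at 20 µM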
Shn3 inh set2 – Schnurri-3 reporter inhibition in Clone20 osteoblasts | AID 588674 | inhibition, % at 12.5 µM | Clone20 osteoblast Shn3 3'UTR firefly luciferase, 24 h | 360,000 tested, 0.52% active;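 active = mean inhibition of at least 75% with every replicate also reaching 75%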;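 note: 0% = median of neutral control wells and 100% = pilot-screen positive control compound; some compounds past the cut are filed as inactive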
NR2E3 ag-1 – NR2E3 (human) agonism | GST-NR2E3/biotin-RetCOR TR-FRET, 1536-well | inhibition of corepressor binding, % at 4.78 µM | 320,000 tested, 0.12% active | AID 2300;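 active = percent inhibition above the cutoff of mean plus 3 SD of all tested compounds, set per screening campaign, cut at about 20% in these data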;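 note: 0% = DMSO wells and 100% = biotin wells as full block of FRET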
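Material: NR2E3–RetCOR corepressor complex / Amount: 1.35 nM GST-NR2E3 / Medium: Tris pH 7.5 / Compound: single nominal compound dose of 4.8 µM / Incubation: 5 h at 4 °C / Technique: TR-FRET, Eu(K)-anti-GST donor, streptavidin-D2 acceptor, ex 340, em 617/671 nm / Read-out basis: percent loss of FRET ratio relative to control wells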
CaV13 FRET inh – Disruptors of the CACNA1D IQ motif to Ca2+-dependent inactivation inhibitor domain association, primary screening, Förster resonance energy transfer in intact living …. inhibition, % at 12.3 µM. AID 743397. HEK cells, CFP/YFP FRET ICDI-IQ, plate reader, 10 min; percent FRET-ratio fall versus neutral wells. 340,000 tested, 0.098% active;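 active = mean replicate inhibition of at least 30% and at least 1% of replicates passing that level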;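 note: 0% = median of the neutral control wells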
NR2E3 ag-2 – activates human NR2E3 receptor. Q9Y5X4. CHO-S Gal4-NCOR/VP16-NR2E3 two-hybrid, luciferase. inhibition of corepressor binding, % at 3.98 µM. 360,000 tested, 0.35% active. AID 602229;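 active = inhibition above the mean of all tested compounds plus 3 SD, cut at about 70% in these data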;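 note: 0% = DMSO with NR2E3 transfected cells and 100% = cells lacking NR2E3 construct; higher means lower luciferase signal from less NR2E3 corepressor binding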
PDI turbidity – inhibitors of human protein disulfide isomerase | PDI insulin aggregation turbidity, A650, 90 min | 350,000 tested, 0.052% active | AID 588391 | inhibition, % at 10 µM;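 active = mean inhibition across replicates of 30% or more, whatever share of single replicates reach that level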;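 note: absorbance from insulin aggregation driven by PDI reduction with DTT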
Target sequence (P07237 whole entry, looked up): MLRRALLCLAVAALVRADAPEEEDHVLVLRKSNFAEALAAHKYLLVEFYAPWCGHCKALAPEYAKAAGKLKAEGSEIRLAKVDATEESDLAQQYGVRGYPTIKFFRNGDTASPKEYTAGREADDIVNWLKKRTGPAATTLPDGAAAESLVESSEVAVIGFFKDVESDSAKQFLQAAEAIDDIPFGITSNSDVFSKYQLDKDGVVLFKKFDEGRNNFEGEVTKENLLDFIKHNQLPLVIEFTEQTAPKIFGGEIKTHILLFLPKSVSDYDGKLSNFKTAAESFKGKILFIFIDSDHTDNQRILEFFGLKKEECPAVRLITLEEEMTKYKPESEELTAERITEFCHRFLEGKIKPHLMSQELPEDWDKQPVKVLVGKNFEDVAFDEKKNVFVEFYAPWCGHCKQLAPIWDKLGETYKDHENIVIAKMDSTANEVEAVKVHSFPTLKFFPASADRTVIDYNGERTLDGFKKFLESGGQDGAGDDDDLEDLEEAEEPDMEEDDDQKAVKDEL
H9c2 protect – protects H9c2 cardiomyocytes from peroxide injury; 360,000 tested, 0.63% active; AID 588492; protection from H2O2 cell death, % at 20 µM; H2O2 injury protection, ATPLite, 2 h;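 active = compounds giving at least 50% protection of heart cells from peroxide-induced death in the single-dose screen, raw or plate-pattern-corrected value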;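 note: 0% = DMSO wells with peroxide and 100% = DMSO wells without peroxide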
HTR2A ag – activates the mouse 5-HT2A serotonin receptor; CHO-K1 mHTR2A beta-arrestin complementation, luminescence; percent of 30 µM serotonin response; activation, % at 7.6 µM; 360,000 tested, 0.66% active; AID 624169;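 active = activation above a run cutoff, the mean activation of all tested compounds plus 3 SD, cut at about 14% in these data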;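 note: 0% = plate median of compound wells and 100% = 30 µM serotonin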
Target sequence (P35363 whole entry, looked up): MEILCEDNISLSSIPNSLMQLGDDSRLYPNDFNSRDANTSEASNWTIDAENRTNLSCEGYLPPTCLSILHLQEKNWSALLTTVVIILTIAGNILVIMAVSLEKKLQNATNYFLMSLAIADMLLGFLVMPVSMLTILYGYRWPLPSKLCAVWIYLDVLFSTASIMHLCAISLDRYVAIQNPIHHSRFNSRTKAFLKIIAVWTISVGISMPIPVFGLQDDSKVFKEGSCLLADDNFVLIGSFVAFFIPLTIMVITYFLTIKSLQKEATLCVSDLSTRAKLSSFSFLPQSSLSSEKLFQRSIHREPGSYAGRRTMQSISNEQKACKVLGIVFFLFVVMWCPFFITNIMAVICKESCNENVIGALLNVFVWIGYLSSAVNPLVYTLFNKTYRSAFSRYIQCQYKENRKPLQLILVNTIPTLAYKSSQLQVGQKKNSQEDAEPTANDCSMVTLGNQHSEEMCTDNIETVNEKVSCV
HIF-2a inh – inhibitors of HIF-2a; AID 624352; 360,000 tested, 0.72% active; inhibition, % at 18.8 µM; 786-0 RCC cells HIF-2a reporter, luciferase luminescence, overnight;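 active = inhibition of the luminescence signal of 40% or more relative to plate controls, in a single-dose primary screen at 18.75 µM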
MITF TRPM1 inh – inhibitors of MITF-driven TRPM1 promoter in melanoma cells; SK-MEL-5 TRPM1 promoter luciferase, 24 h; inhibition, % at 12.5 µM; 330,000 tested, 0.83% active;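 active = mean inhibition across replicates of 60% or more, whatever share of single replicates reaches that level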; note: values of inactives mirror those of a sister screen read the other way
* hit, by the source's call; nt = no result given.

SMILES	hiPSC survival	Peg3 prom inh	Shn3 inh set2	NR2E3 ag-1	CaV13 FRET inh	NR2E3 ag-2	PDI turbidity	H9c2 protect	HTR2A ag	HIF-2a inh	MITF TRPM1 inh
Cc1ccccc1C(=O)NN(C)c1nc2ccccc2nc1C(F)(F)F	5.8	17	4	-1	-5	-28	3	-2	-4	5	5
Cc1noc(C)c1-c1ccc2ncnc(NC(C)c3ccco3)c2c1 (configuration not stated)	-1.1	-63	8	3	-5	13	-8	-4	1	-16	16
Cc1ccccc1OCc1nc2ccc(S(=O)(=O)N3CCOCC3)cc2[nH]1	0.1	-3	15	1	-3	3	-6	-3	-5	20	26
Nc1ncnc2c1ncn2[C@H]1C[C@H](O)[C@@H](COP(=O)(O)O)O1	-0.7	-13	-24	-3	-6	-33	-4	4	-5	-3	1
Cc1onc(-c2c(Cl)cccc2Cl)c1C(=O)N1CCN(c2ccccc2)CC1	0.0	22	21	1	-4	19	0	0	-1	24	3
COC(=O)c1sccc1NC(=O)Nc1ccc(C(C)=O)cc1	0.6	-19	5	nt	-5	-20	-4	5	10	-62	-8
O=C(NCc1cccs1)c1csc([C@@H]2O[C@H](CO)[C@H](O)[C@H](O)[C@H]2O)n1	3.1	-2	-22	nt	-3	-38	12	2	9	-1	nt
COc1ccc(CNC(=O)c2sccc2C)cc1	0.4	-26	-25	2	-3	-18	3	3	6	-28	-5
CCc1ccccc1NC(=O)CSc1nnc(Cn2nnc3ccccc32)n1C	4.5	7	18	3	-5	12	13	-2	3	-12	3
Cn1sc(NC(=O)c2ccccc2)nc1=O	0.5	-30	3	-1	-5	-52	24	-4	2	-33	-12
CCCCNC(=S)Nc1ccccc1F	1.7	-7	16	-4	nt	-18	1	-12	-2	0	-2
O=C(NCc1ccco1)c1ccccc1O	0.9	2	4	nt	-2	-3	-1	-4	-1	14	-2
O=C1Nc2ccccc2C1(O)c1ccccc1 (configuration not stated)	0.9	-2	19	-3	-5	16	-5	8	2	14	-3
O=C(NCc1ccco1)Nc1ccc(Br)cc1Cl	5.8	-229	-55	4	-5	-70	2	-5	-2	-258	-85
COc1ccc(/C=C2/CCCC(CN(C)C)C2=O)cc1 (configuration not stated)	-1.3	98*	1	nt	-8	5	8	-20	3	14	68*
CCn1c(=O)n(C)c2c(=O)n(C)c(=O)n(C)c21	-2.8	15	-21	nt	-6	1	-4	10	5	14	-9
O=S1(=O)C=CC(Nc2cccc(Cl)c2)C1 (configuration not stated)	-2.3	-5	11	1	-10	1	4	1	0	2	-9
Cc1ccc(NC(=O)c2cnccn2)cc1C	-0.4	-248	-69	-1	-5	-54	12	-9	1	-245	-48
CC(c1cccs1)N(C(=O)Nc1ccccc1)C1CCCCC1 (configuration not stated)	-0.8	8	6	0	-5	13	-2	-4	-1	-5	-2
N/C(=N\OC(=O)CCC1CCCC1)c1ccc([N+](=O)[O-])cc1	0.0	-36	3	1	-2	-24	6	4	0	-64	-1

Structures listed so far containing fluorine (two):
SMILES	hiPSC survival	Peg3 prom inh	Shn3 inh set2	NR2E3 ag-1	CaV13 FRET inh	NR2E3 ag-2	PDI turbidity	H9c2 protect	HTR2A ag	HIF-2a inh	MITF TRPM1 inh
Cc1ccccc1C(=O)NN(C)c1nc2ccccc2nc1C(F)(F)F	5.8	17	4	-1	-5	-28	3	-2	-4	5	5
CCCCNC(=S)Nc1ccccc1F	1.7	-7	16	-4	nt	-18	1	-12	-2	0	-2

Additional compounds:
SMILES	hiPSC survival	Peg3 prom inh	Shn3 inh set2	NR2E3 ag-1	CaV13 FRET inh	NR2E3 ag-2	PDI turbidity	H9c2 protect	HTR2A ag	HIF-2a inh	MITF TRPM1 inh
CC(=O)N1CCC2(CC1)CC(=O)c1cc(Cl)ccc1O2	1.0	5	-13	3	-6	-14	1	2	2	12	11
COc1cccc(CC(NC(C)=O)C(=O)NC2CCN(S(=O)(=O)c3ccc(NC(C)=O)cc3)CC2)c1OC (configuration not stated)	-0.6	-7	-4	0	-7	-23	-3	4	0	8	-4
Cn1c(OCc2cccnc2)nc2c1c(=O)n(Cc1ccc(Br)cc1)c(=O)n2C	1.0	42	11	-1	-4	-2	0	50	0	17	2
CSc1cc(C)n(-c2ccccc2)c(=S)c1C(C)=O	2.2	17	-5	0	-2	-12	16	10	-2	23	3
CN(CCC#N)C(=O)COC(=O)c1ccc(CNS(=O)(=O)c2ccc(F)c(Cl)c2)cc1	2.0	8	-26	2	-18	5	2	4	3	2	-17
COCCCNC(=O)c1ccc(S(=O)(=O)c2ccc(Cl)cc2)c(NC(C)=O)c1	0.7	20	-18	2	-22	-11	1	3	5	8	-11
FC(F)Sc1nc2ccccc2[nH]1	-0.5	11	16	1	-2	-29	0	-1	0	13	8
COc1ccc(C2CCCN2C(=S)Nc2ccccc2C)cc1OC (configuration not stated)	-0.3	13	9	1	-4	0	11	-6	-2	16	-11
CCCN(C(=O)COC(=O)CCOc1ccccc1C)c1c(N)n(Cc2ccccc2)c(=O)[nH]c1=O	-0.2	4	11	3	nt	7	-3	-1	-6	-3	3
CCCn1c(=O)c(/C(N)=N/O)nn(-c2cccc(C(F)(F)F)c2)c1=O	1.2	12	-2	3	6	6	18	3	10	11	-17
CCc1ccc(NC(=S)N(Cc2ccccc2)Cc2ccccn2)cc1	-0.2	-18	10	0	-4	-18	0	-26	-6	-57	9
COc1cccc(/C=C/C(=O)OCC(=O)NC2CC2)c1	-0.8	-9	-16	2	-5	-22	-8	2	0	11	-2
CCn1cc(C(C)NC(=O)COc2ccc(Cl)cc2C)c(C)n1 (configuration not stated)	5.7	8	-13	-2	-5	-12	1	-6	-1	3	3
Cc1ccc2cccc(OCc3ccccc3)c2n1	1.3	-8	15	1	-19	7	7	0	-3	-19	nt
CCCn1c(C)cc(/C=C(\C#N)C(=O)O)c1C	-1.4	8	25	-4	-10	1	6	-4	3	6	-11
CC(=O)Oc1cc2cccc(OC(C)=O)c(=O)c2c(OC(C)=O)c1OC(C)=O	-0.9	-1	54	0	nt	-2	nt	22	-1	16	21
O=C(Cn1cc2c(n1)CCCC2)NCCCN1CCN(C2CCCCC2)CC1	-0.6	6	-4	3	-13	-27	nt	2	8	11	8
O=C1CC(c2ccccc2)Oc2cc(O)cc(O)c21 (configuration not stated)	-0.2	-79	-27	1	nt	-27	nt	0	-4	-44	nt
Cc1ccc(C2CC(=O)c3cnn(-c4nc(C)cc(C)n4)c3C2)cc1 (configuration not stated)	-1.8	11	2	3	-5	-32	-11	-12	1	18	-9
CCOC(=O)C1CCCN(C(=O)c2ccc(S(=O)(=O)N3CCCC3)cc2)C1 (configuration not stated)	-0.1	0	4	1	-4	-24	0	-2	-5	3	2
CC1(C)Cc2c(sc(NC(=O)c3ccco3)c2C(=O)O)CO1	-0.8	-54	-18	-1	-9	-78	-4	-6	0	-141	-21
CN(C)CCCNc1oc(-c2ccc(Cl)cc2)nc1C#N	0.3	-21	5	2	nt	3	4	-3	-8	-30	-28
CCOc1ccc(C(=O)NC(=S)Nc2ccc(NC(=O)c3ccco3)cc2)cc1[N+](=O)[O-]	2.1	8	18	3	-6	-17	-2	-3	0	2	3
O=C(Cn1nc(C(=O)O)c2ccccc2c1=O)Nc1cc(S(=O)(=O)N2CCOCC2)ccc1Cl	0.0	3	-11	nt	-5	-32	-3	43	5	7	-3
O=C(NCc1ccco1)/C(=C/c1ccc(Cl)cc1)NC(=O)c1ccco1	-0.2	7	-7	-1	-19	-12	-4	8	9	7	-5
Cc1ccc(-n2ncc3c(NCc4ccco4)ncnc32)cc1C	1.3	-90	-34	0	-2	-42	1	2	-3	-113	-35
O=C(Cc1ccccc1Cl)N/N=C/c1cccnc1	-0.1	8	17	2	-3	-13	7	0	-5	7	-5
O=C(O)C1CC=CCC1C(=O)NC12CC3CC(CC(C3)C1)C2 (configuration not stated)	-1.0	-1	13	-3	-3	10	4	0	3	1	-9
COc1ccc(NC(=O)c2ccccc2NC(=O)c2ccco2)c(OC)c1	-1.2	14	-4	1	nt	2	10	8	-3	-21	4
CN1C(=O)c2cccc(N(C)C)c2C1=O	-2.1	1	-32	-6	-8	-6	-4	16	-8	12	-1
Cc1ccc(S(=O)(=O)CCNC(=O)Cc2ccc(Cl)cc2)cc1	-0.5	19	3	-1	7	9	5	6	-5	17	3
O=C(O)CSc1ncnc2scc(-c3ccc(Br)cc3)c12	1.2	10	7	4	-17	8	-2	-1	0	6	1
COc1cc(S(=O)(=O)Nc2c(C)cc(C)cc2C)ccc1Cl	-2.2	20	-1	-1	-5	-4	-4	-3	-3	7	-10
COc1cccc(-c2ccc(NC(=O)C3CCCN(CCCn4nc(C)cc4C)C3)cc2)c1 (configuration not stated)	1.6	1	9	0	-6	4	2	2	-7	-55	-1
C#CCN1C(=O)C(O)(c2c(C)[nH]c3ccccc23)c2ccccc21 (configuration not stated)	-0.5	25	0	-5	-17	-4	1	-1	4	22	5
Cn1c(=N)n(CC(=O)O)c2ccccc21	-2.6	11	-2	1	-2	-23	-2	-3	6	3	1
Cc1cc(NC(=O)CCC(=O)N(c2ccccc2)C(C)C(=O)NC2CCCC2)no1 (configuration not stated)	-0.3	15	9	-1	-3	3	7	-2	10	20	-17
COc1ccc(/C=C/C(=O)Nc2nnc(C(C)C)s2)cc1OC	-0.1	0	13	2	-4	-22	-4	8	5	3	nt
CC1CCCN(CC(O)CN)C1 (configuration not stated)	-2.4	1	-8	-3	-4	-20	9	-2	3	-1	3
Cc1ccccc1OCC(=O)OC1CCN(C)CC1	6.5	21	-6	-1	nt	-2	5	27	-6	11	-16
C[C@]12c3[nH]c4ccccc4c3CCN1C(=O)C(CC(=O)NCc1ccco1)C[C@@H]2C(=O)N1CCCCC1 (some centres not stated)	-0.7	-4	-2	nt	-4	-18	9	6	1	10	-1
O=C(CSc1nnc(-c2ccccn2)n1-c1ccc(Cl)cc1)Nc1ccc2c(c1)OCO2	0.3	2	2	5	-4	16	0	1	3	13	-5
CCOc1ccc(Cl)cc1CSc1ncn[nH]1	-1.5	19	-13	0	-6	-22	-1	-1	0	12	-4
COC(=O)c1ccc(C2C(C#N)=C(N)Oc3cc(C)n(C)c(=O)c32)cc1 (configuration not stated)	-0.5	20	-29	4	nt	18	8	10	2	15	8
COc1ccnc(CSC(N)=Nc2cccc(C(F)(F)F)c2)c1	-2.0	-10	-16	-3	-4	-4	-3	-10	5	-93	16
COc1ccccc1N1C(=O)CCC1(C#N)c1ccccc1 (configuration not stated)	1.3	9	0	-4	-5	-1	9	9	4	7	3
N#Cc1cccc(C(=O)OCC(=O)NC(=O)NC2CCCCC2)c1	-0.5	-5	9	-2	-5	3	-8	3	3	4	-2

Source: PubChem BioAssay (several laboratories)
